NPY-Y2 PAM-ag: NPY-Y2 potentiators or agonists, primary screen, cell-based; AID 1359, 2008; cells expressing NPY-Y2, potentiator/agonist read-out; activation, % at 3.6 µM; 220,000 compounds, 0.45% hits; Neuropeptide Y receptor type 2 (Homo sapiens), P49146; in the data active = activation above about 27%;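 also: cells stimulated with NPY near EC25 plus isoproterenol at EC100; 0% = vehicle plus submaximal agonist and 100% = vehicle plus saturating agonist; some results beyond the cut were filed as inactive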
RBBP9 inh: human RBBP9 inhibitors, primary screen, biochemical, fluorescence polarization, FP-Rh probe, HTS; Serine hydrolase RBBP9 (Homo sapiens), O75884; inhibition, % at 7.94 µM; recombinant RBBP9; 220,000 compounds, 0.2% hits; AID 1515, 2009;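 active = inhibition above the campaign mean of all tested compounds plus 3 SD, cut at about 14% in these data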;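 also: plate controls were DMSO wells with RBBP9 for no effect and wells lacking RBBP9 protein for full effect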
Target sequence (O75884 whole entry, looked up): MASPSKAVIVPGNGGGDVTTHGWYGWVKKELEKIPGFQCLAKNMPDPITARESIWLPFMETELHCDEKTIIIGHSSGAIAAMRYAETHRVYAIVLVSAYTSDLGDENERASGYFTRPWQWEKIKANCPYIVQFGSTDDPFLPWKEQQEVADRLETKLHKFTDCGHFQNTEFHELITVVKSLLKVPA
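Controls: DMSO-treated enzyme wells and wells lacking RBBP9 | Material: RBBP9 protein | Technique: Fluorescence polarization | Replication: Single well per compound, no replicates | Buffer or medium: Tris-NaCl-Pluronic buffer, pH 8.0 | Timing: 30 min compound preincubation, 45 min probe labeling, 25 °C | Read-out basis: Percent inhibition from mP, scaled between DMSO and no-protein wells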
NPY-Y1 antag: NPY-Y1 receptor antagonists, primary screen, cell-based | AID 1040, 2008 | HEK293-CNG Y1 cells, membrane potential fluorescence; NPY at EC95, then isoproterenol | 200,000 compounds, 1% hits | inhibition, % at 3.6 µM | Neuropeptide Y receptor type 1 (Homo sapiens), P25929;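 active = inhibition above the campaign mean inhibition of all tested compounds plus 3 SD, cut at about 20% in these data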;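 also: 0% = DMSO wells given NPY plus isoproterenol and 100% = isoproterenol alone without NPY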
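Assay system: HEK293 Y1/CNG channel cell line; Doses: single compound dose of 3.6 µM, 0.4% DMSO; Timing: dye 3 h, compound 60 min room temperature, stimulation 45 min; Technique: Membrane-potential fluorescent dye readout; Measure: % inhibition of NPY effect.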
NPY1 pot ag: NPY-Y1 receptor potentiators or agonists, primary screen, cell-based. Neuropeptide Y receptor type 1 (Homo sapiens), P25929. NPY-Y1 expressing cells, potentiator/agonist activation. activation, % at 3.6 µM. 220,000 compounds, 0.37% hits; in the data active = activation above about 33%, passing the limit was not always enough;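 also: cells stimulated with NPY at EC10 then isoproterenol at EC100; 0% = low agonist plus stimulus and 100% = saturating agonist plus stimulus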
BaF3 parental: parental Ba/F3 cell viability inhibition, counter-screen for JAK2V617F inhibitor project, murine pro-B, CellTiter-Glo luminescence; CellTiter-Glo ATP luminescence; inhibition, % at 5.6 µM; 220,000 compounds, 1.1% hits;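 active = inhibition above a per-campaign cutoff, the mean inhibition of all tested compounds plus 3 SD, cut at about 27% in these data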;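 also: 0% = DMSO wells and 100% = JAK Inhibitor I control wells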
Ba/F3 V617F tox: reduced viability of JAK2V617F-dependent Ba/F3 cells, primary screen, JAK2V617F inhibitor project, cell-based, Ba/F3 EpoR-JAK2V617F, luminescence; AID 1446, 2008; inhibition, % at 5.6 µM; 220,000 compounds, 1.1% hits; ATP luminescence;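 active = inhibition above the campaign mean plus 3 SD over all tested compounds, cut at about 24% in these data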;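 also: cytokine-independent growth of Ba/F3 cells driven by EpoR plus mutant JAK2; 0% = DMSO-treated cells and 100% = JAK inhibitor I control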
S1P4 antagonist: S1P4 receptor antagonists, primary screen, cell-based. Sphingosine 1-phosphate receptor 4 (Homo sapiens), O95977. S1P4-expressing cells, antagonist mode, reporter read-out. inhibition, % at 4.98 µM. 220,000 compounds, 0.26% hits. AID 1510, 2009; in the data active = inhibition above about 29%;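 also: 0% = wells stimulated with agonist and 100% = vehicle wells without agonist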
Runt-CBFb FRET: inhibitors of RUNX1 Runt–CBFb binding, primary screen, biochemical, FRET, Cerulean-Runt, Venus-CBFb, uHTS | Cerulean-Runt/Venus-CBFb FRET ratio 530/480, 1 h | inhibition, % at 20 µM | 220,000 compounds, 0.46% hits;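 active = inhibition over about 50% at 20 µM in the single-dose screen, limit read from the data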;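 also: 0% = DMSO wells and 100% = excess unlabeled CBFb competitor control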
Target sequence (Q01196 whole entry, looked up): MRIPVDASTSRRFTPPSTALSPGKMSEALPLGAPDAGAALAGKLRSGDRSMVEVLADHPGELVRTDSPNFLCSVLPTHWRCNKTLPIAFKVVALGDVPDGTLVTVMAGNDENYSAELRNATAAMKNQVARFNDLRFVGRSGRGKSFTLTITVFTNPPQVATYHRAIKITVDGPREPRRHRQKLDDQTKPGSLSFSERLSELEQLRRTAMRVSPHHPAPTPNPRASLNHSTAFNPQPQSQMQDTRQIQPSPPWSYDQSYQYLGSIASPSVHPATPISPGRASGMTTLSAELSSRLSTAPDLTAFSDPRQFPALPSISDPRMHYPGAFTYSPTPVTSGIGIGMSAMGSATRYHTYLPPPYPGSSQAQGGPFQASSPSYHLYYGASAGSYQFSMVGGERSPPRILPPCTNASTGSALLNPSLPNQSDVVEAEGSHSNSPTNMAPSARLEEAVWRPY
Target sequence (Q13951 whole entry, looked up): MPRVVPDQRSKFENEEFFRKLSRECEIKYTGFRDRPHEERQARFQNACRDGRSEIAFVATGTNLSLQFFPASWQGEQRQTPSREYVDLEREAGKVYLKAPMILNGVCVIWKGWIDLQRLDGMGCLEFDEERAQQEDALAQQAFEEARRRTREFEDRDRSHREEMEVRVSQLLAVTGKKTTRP
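test system = Cerulean-tagged RUNX1 Runt domain (FRET donor) fusion protein | reagent = Venus-CBFb binding partner, 100 nM | incubation = protein complex preformed 1 h, compound exposure 1 h, room temperature, dark | detection = FRET fluorescence | read-out basis = loss of energy transfer signal | controls = 5 µM unlabeled CBFb as full-inhibition high control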
S1P4 agonist: S1P4 receptor agonists, primary screen, cell-based | activation, % at 4.98 µM | S1P4-expressing cell line, agonist reporter assay | AID 1509, 2009 | 220,000 compounds, 0.35% hits | Sphingosine 1-phosphate receptor 4 (Homo sapiens), O95977; in the data active = activation above about 11%;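 also: 0% = DMSO vehicle and 100% = reference agonist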
* hit, by the source's call; / = not tested or not shown.

no. | compound | NPY-Y2 PAM-ag | RBBP9 inh | NPY-Y1 antag | NPY1 pot ag | BaF3 parental | Ba/F3 V617F tox | S1P4 antagonist | Runt-CBFb FRET | S1P4 agonist
1 | O=C(NC(C(=O)O)c1ccccc1)c1ccccc1 (configuration not stated) | -12 | -5 | 3 | -10 | 5 | 0 | -5 | 0 | 0.1
2 | Cc1ccc(S(=O)(=O)NC(=O)c2cc(C)n(CCCN3CCOCC3)c2C)cc1 | -11 | -2 | 2 | -11 | 6 | 2 | -1 | 10 | 1.3
3 | Cc1ccc2nc(NC(=O)C3CCN(S(=O)(=O)c4cccc5nsnc45)CC3)sc2c1 | 19 | 0 | -7 | 47 | 6 | 5 | 5 | -1 | 0.8
4 | COCCNC(=S)N/N=C/c1ccc([N+](=O)[O-])cc1 | -4 | -7 | / | -7 | -1 | -2 | 5 | -4 | -0.3
5 | Cn1c(=O)c2c(n(Cc3ccccc3)c1=O)NC(=O)C2CC(=O)N1CCc2ccccc2C1 (configuration not stated) | 3 | -4 | 0 | 11 | 6 | -2 | -14 | -2 | 1.6
6 | Cc1cc(C)cc(NC(=O)Cn2c(-c3ccccc3Cl)nc3ccccc32)c1 | 6 | -4 | 12 | 1 | 4 | 0 | -17 | 1 | 1.5
7 | Cc1ccccc1C(=O)Nc1nncs1 | -4 | -9 | 1 | -7 | 3 | -2 | 4 | -1 | -0.7
8 | C/C=C/C(=O)OCC(=O)Nc1cc([N+](=O)[O-])ccc1Cl | -18 | -11 | 3 | -13 | 2 | -4 | -29 | 0 | 1.1
9 | CC(C)(C)c1cc(C(=O)NN)n(Cc2ccc(Cl)cc2Cl)n1 | 4 | -6 | / | -2 | 2 | -1 | -10 | 0 | 0.1
10 | CN(C)S(=O)(=O)c1ccc(Cl)c(C(=O)Nc2ccccc2[N+](=O)[O-])c1 | 9 | -9 | 2 | 16 | 6 | 3 | -17 | 1 | 2.0
11 | COC(=O)C1=C(C)NC(C)=C(C(=O)OC)C1c1ccc(NC(C)=O)cc1 | -4 | -3 | -3 | -15 | -1 | -4 | -12 | 2 | 0.2
12 | NC(=O)c1cc2nc(-c3ccco3)cc(C(F)(F)F)n2n1 | 10 | -5 | 3 | -10 | 3 | -2 | -12 | 6 | 1.6
13 | O=C(CCCc1nc2ccccc2s1)N1CCN(S(=O)(=O)c2cccs2)CC1 | -11 | -2 | 9 | -9 | 6 | 1 | -3 | 0 | -1.7
14 | Cc1ccc(/C=N/NC(=O)c2csc(C)c2)o1 | -12 | -9 | 7 | -4 | 4 | -1 | 7 | 2 | 1.2
15 | Cc1cccc(C)c1NC(=O)C1(NC(=O)Cn2cccc([N+](=O)[O-])c2=O)CCCCC1 | 10 | -3 | 3 | -6 | 8 | 0 | -17 | 0 | -0.3
16 | O=C(Nc1ncnc2c1ncn2C1OC(COC(=O)c2ccccc2)C(F)C1O)c1ccccc1 (configuration not stated) | -4 | -1 | 7 | -4 | 5 | -3 | 9 | -3 | -1.1
17 | COc1cccc(/C=C/C(=C2/C(=O)N(c3ccccc3)N=C2C)c2ccc(C)cc2)c1OC | 8 | -4 | 1 | -6 | -3 | -3 | 20 | -2 | 1.7
18 | CCOC(=O)c1c(C)[nH]c(C(=O)COC(=O)C2CC(=O)N(Cc3ccccc3)C2)c1C (configuration not stated) | 7 | -5 | 2 | 9 | 2 | -2 | -3 | -8 | -0.6
19 | CCO[C@H]1OC(C(=O)Nc2ccccc2)=C[C@@H](c2ccc(Br)cc2)[C@@H]1CCCO | -5 | -7 | -2 | 23 | -1 | 1 | 5 | 1 | 1.5
20 | Cc1ccc(-c2c(C#N)c(N)nc3c2CCCC3)o1 | -10 | -2 | 7 | 4 | 4 | -2 | 19 | -56 | -0.2
21 | NC(=O)C(=O)N/N=C/c1c(F)c(F)c(F)c(F)c1F | -4 | -2 | 3 | -2 | 0 | 1 | -15 | 1 | 1.5
22 | Nc1cccc(-c2cn3cccnc3n2)c1 | -10 | -5 | 2 | 9 | 8 | -1 | -9 | 0 | 0.9
23 | O=C(CSc1nnc(Cc2cc(=O)[nH]c(=O)[nH]2)n1-c1ccccc1)NCC1CCCO1 (configuration not stated) | 5 | -5 | -3 | -21 | 4 | -3 | -1 | -1 | -2.4
24 | COc1cccc(NC(=S)NN2C(C)CCCC2C)c1 (configuration not stated) | 2 | -11 | 5 | -27 | 2 | -1 | -5 | 4 | 0.5
25 | COc1ccccc1-n1nnnc1SCC(=O)Nc1cc(C)on1 | -13 | 1 | 0 | -17 | 2 | -1 | -13 | -1 | -0.1
26 | FC(F)(F)c1ccc(Oc2ccc3cc(Br)ccc3c2)nc1 | 14 | -2 | 3 | -4 | 2 | -4 | -4 | -1 | 1.8
27 | OCc1ccccc1CNCc1ccccc1 | -16 | -6 | 4 | -6 | -1 | -2 | -13 | 1 | 0.9
28 | O=C(Nc1cc(SCCO)cc([N+](=O)[O-])c1)c1ccc(Br)o1 | -12 | 0 | 2 | -23 | 11 | 3 | -15 | 0 | -3.8
29 | COCCNCc1ccc(Cl)cc1Cl | 4 | -5 | 5 | 12 | 5 | -2 | -6 | -1 | 2.3
30 | Cc1nn(CCc2n[nH]c(=S)n2-c2ccc(F)c(Cl)c2)c(C)c1[N+](=O)[O-] | 4 | -6 | 1 | 14 | 4 | 3 | -12 | 3 | 1.4
31 | Cc1cc(C)nc(N(C#N)C(C)C(=O)N(C)C)n1 (configuration not stated) | 0 | -2 | 0 | -2 | 1 | -2 | 9 | 2 | -3.1
32 | CCCCC(=O)Nc1cccc2c1C(=O)N(c1ccccc1)C2=O | 17 | -9 | 0 | 6 | 4 | 1 | -3 | -1 | 0.1
33 | CC1Cc2ccccc2N1C(=O)CSc1nccc(=O)[nH]1 (configuration not stated) | -6 | -2 | 1 | 11 | 5 | -1 | -9 | -2 | 0.2
34 | Cc1ccc(S(C)(=O)=NS(=O)(=O)c2cccc3nsnc23)cc1 (configuration not stated) | 6 | -5 | / | 4 | -2 | 0 | -7 | 0 | -0.4
35 | CC(/C=N/NC(=O)Cc1cccs1)=C\c1ccco1 | 0 | -9 | 0 | 14 | 5 | 1 | -2 | 0 | -0.1
36 | O=S(=O)(CCN1CCCCC1)Oc1ccc(Cl)cc1Cl | 0 | -10 | / | 4 | -1 | 1 | -1 | 2 | 0.7
37 | CSc1cccc(NC(=O)CCCOc2ccccc2)c1 | -20 | -3 | 5 | -19 | 5 | -2 | -9 | 0 | 3.1
38 | COc1ccc(NS(=O)(=O)c2ccc(/C=C/C(=O)O)cc2)cc1S(=O)(=O)N1CCOCC1 | -12 | -6 | / | 11 | 1 | -2 | -14 | 0 | 0.5
39 | COc1cc(OC)cc(C(=O)NCc2ccc3c(c2)cc(C)n3C)c1 | -15 | -4 | 2 | -16 | 8 | 4 | 3 | -1 | -1.2
40 | Cc1cccc(C(OC(=O)c2ccco2)C(=O)NCc2ccccc2)n1 (configuration not stated) | -1 | -9 | 5 | 9 | 6 | 2 | -9 | 0 | -1.0
41 | CC(=O)NCN1CCN(CNC(C)=O)CC1 | 9 | -4 | -1 | 5 | -3 | -5 | -1 | -1 | 0.6
42 | Cc1cccc(N2CCN(C(=O)C3CCCN(S(=O)(=O)c4cnc[nH]4)C3)CC2C)c1 (configuration not stated) | 0 | -2 | 12 | -7 | 3 | 0 | -13 | -2 | 0.6
43 | CCSc1nc(O)cc(=O)n1CC | -15 | -10 | 3 | -16 | 7 | 5 | -20 | -1 | -1.0
44 | CC12CCC(C(=O)NCc3ccco3)(OC1=O)C2(C)C (configuration not stated) | 23 | -7 | 0 | 4 | 4 | -2 | 5 | 2 | 1.7
45 | CCN(Cc1ccccc1)C(=O)COC(=O)c1cc(=O)[nH]c2ccccc12 | 12 | -1 | -2 | 11 | -3 | -1 | 4 | -2 | 0.7
46 | COc1ccccc1N(C)S(=O)(=O)c1ccc(Cl)c(C(=O)N2CCC(C(N)=O)CC2)c1 | 10 | -8 | 1 | 30 | 1 | -6 | 2 | 0 | -1.6
47 | O=C(NCc1ccc2c(c1)OCO2)C1CCN(S(=O)(=O)c2cccc3nsnc23)CC1 | -1 | -2 | 8 | -7 | 3 | -1 | -18 | -1 | 0.8
48 | N#Cc1cc(-c2ccc(Cl)cc2)cnc1Sc1ccc(F)cc1 | 4 | 3 | 4 | -20 | 9 | 4 | 1 | 2 | -1.3

Rewritten with two lines to a compound: part of the list above
Results follow in this order: NPY-Y2 PAM-ag, RBBP9 inh, NPY-Y1 antag, NPY1 pot ag, BaF3 parental, Ba/F3 V617F tox, S1P4 antagonist, Runt-CBFb FRET, S1P4 agonist
44. CC12CCC(C(=O)NCc3ccco3)(OC1=O)C2(C)C (configuration not stated)
    23, -7, 0, 4, 4, -2, 5, 2, 1.7
45. CCN(Cc1ccccc1)C(=O)COC(=O)c1cc(=O)[nH]c2ccccc12
    12, -1, -2, 11, -3, -1, 4, -2, 0.7
46. COc1ccccc1N(C)S(=O)(=O)c1ccc(Cl)c(C(=O)N2CCC(C(N)=O)CC2)c1
    10, -8, 1, 30, 1, -6, 2, 0, -1.6

Remaining list, next part
no. | compound | NPY-Y2 PAM-ag | RBBP9 inh | NPY-Y1 antag | NPY1 pot ag | BaF3 parental | Ba/F3 V617F tox | S1P4 antagonist | Runt-CBFb FRET | S1P4 agonist
49 | Cc1ccc(C)c(S(=O)(=O)N2CCN(c3ncccn3)CC2)c1 | 11 | -3 | 0 | -9 | 12 | 9 | -5 | 3 | 0.3
50 | Cc1cccc(N2CCN(CC(=O)Nc3nccs3)CC2)c1C | 3 | -6 | 11 | 14 | 2 | -3 | -21 | 0 | 1.6
51 | Cc1ccc(NC(=O)Cn2c(O)c(N=NS(=O)(=O)c3ccc(C)cc3)c3ccccc32)cc1 | -1 | -1 | -2 | -14 | 9 | -2 | -9 | 0 | -2.3
52 | CCCCNS(=O)(=O)c1ccc(NC(=O)C2c3ccccc3Oc3ccccc32)cc1 | 16 | -8 | 3 | 11 | 1 | -3 | -13 | 1 | -0.1
53 | COc1ccccc1NC(C)C(=O)N/N=C/c1ccccc1OCc1cccc(Br)c1 (configuration not stated) | -9 | -4 | 1 | 2 | 1 | -2 | 4 | -1 | -0.3
54 | CCc1ccc2nc(SCC(=O)Nc3ccccc3N3CCOCC3)c(C#N)cc2c1 | 3 | -7 | / | -36 | -3 | -2 | -26 | 0 | 2.0
55 | COc1ccc(C(=O)NC(=S)N2CCCCC2)cc1[N+](=O)[O-] | 5 | -9 | 4 | -14 | 9 | 1 | -24 | -1 | 0.8

Compound activity deposited in PubChem BioAssay by several laboratories.
